Bioassay records deposited in PubChem BioAssay by The Scripps Research Institute Molecular Screening Center.
EBNA-1 inhibitor: blocks EBNA-1 binding to DNA | EBNA-1 DNA binding, fluorescence polarization | inhibition, % at 14.8 µM | 300,000 compounds, 0.34% hits | AID 1950; in the data active = inhibition above about 28%
PAFAH1B3 inh: PAFAH1B3 (human) inhibition. Q15102. recombinant PAFAH1B3, FP-rhodamine probe, fluorescence polarization. inhibition, % at 3.39 µM. 340,000 compounds, 0.28% hits. AID 492972;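 active = inhibition above the screen-wide average of all tested compounds plus 3 SD, cut at about 25% in these data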;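 note: 0% = enzyme with DMSO only and 100% = wells lacking PAFAH1B3 protein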
Target sequence (Q15102 whole entry, looked up): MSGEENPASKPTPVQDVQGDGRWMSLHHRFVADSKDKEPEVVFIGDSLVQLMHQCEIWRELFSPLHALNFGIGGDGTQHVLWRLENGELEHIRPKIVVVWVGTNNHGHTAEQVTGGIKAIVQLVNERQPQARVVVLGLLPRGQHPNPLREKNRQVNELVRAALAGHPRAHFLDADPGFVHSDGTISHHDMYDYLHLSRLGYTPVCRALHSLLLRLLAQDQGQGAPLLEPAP
PAFAH1B2 inh: blocks human PAF acetylhydrolase 1b catalytic subunit 2; P68402; recombinant PAFAH1B2, FP-rhodamine activity probe, fluorescence polarization; inhibition, % at 3.39 µM; 340,000 compounds, 1.2% hits; AID 492953;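 active = inhibition above the mean of all tested compounds plus 3 SD, cut at about 24% in these data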;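 note: 0% = enzyme with DMSO and 100% = wells lacking PAFAH1B2; many of its hits are not listed in these tables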
PREPL inh: inhibitors of human prolyl oligopeptidase-like enzyme PREPL; inhibition, % at 5.96 µM; 320,000 compounds, 0.68% hits; recombinant PREPL, fluorescence polarization activity-based probe; Q4J6C6; in the data active = inhibition above about 43%;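 note: 0% = enzyme with DMSO and 100% = wells lacking enzyme; many of its hits are not listed in these tables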
LYPLA1 inh: counter-screen for PME1 inhibitors: inhibitors of human LYPLA1; O75608; recombinant LYPLA1, FP-Rh probe fluorescence polarization; inhibition, % at 5.9 µM; 320,000 compounds, 0.16% hits; AID 2174;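 active = inhibition above the mean of all tested compounds plus 3 SD, set per campaign, cut at about 14% in these data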;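 note: inhibitors block serine hydrolase probe labeling of LYPLA1 so polarization falls; 0% = enzyme with DMSO and 100% = wells lacking LYPLA1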
LYPLA2 inh: counter-screen for PME1 inhibitors: inhibitors of human LYPLA2; O95372; recombinant LYPLA2, FP-Rh probe fluorescence polarization; inhibition, % at 5.9 µM; 320,000 compounds, 0.38% hits; AID 2177;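 active = inhibition above the screen-wide mean plus 3 SD, limit set per campaign, cut at about 26% in these data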;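 note: 0% = LYPLA2 with DMSO and 100% = wells lacking LYPLA2 enzyme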
ZTA counter: ZTA (EBV) inhibition in EBNA-1 counter-screen; P03206; ZTA-DNA binding, fluorescence polarization; inhibition, % at 11 µM; 320,000 compounds, 0.15% hits; AID 2234; in the data active = inhibition above about 33%
Target sequence (P03206 whole entry, looked up): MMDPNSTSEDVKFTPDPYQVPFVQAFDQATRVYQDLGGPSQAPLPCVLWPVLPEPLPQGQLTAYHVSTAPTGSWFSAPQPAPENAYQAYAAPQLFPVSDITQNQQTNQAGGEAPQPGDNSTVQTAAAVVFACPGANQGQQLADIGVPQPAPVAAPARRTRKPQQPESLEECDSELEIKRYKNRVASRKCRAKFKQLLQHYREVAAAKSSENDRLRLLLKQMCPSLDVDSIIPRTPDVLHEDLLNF
pPAFAH inh: inhibitors of human plasma PAF acetylhydrolase (pPAFAH); Q13093; inhibition, % at 3.39 µM; 330,000 compounds, 1.5% hits; recombinant pPAFAH, FP-rhodamine probe fluorescence polarization;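 active = inhibition above the mean inhibition across the screen plus 3 SD, cut at about 25% in these data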;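 note: inhibitors block binding of the rhodamine activity-based probe so polarization drops; 0% = enzyme with DMSO and 100% = wells lacking pPAFAH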
Target sequence (Q13093 whole entry, looked up): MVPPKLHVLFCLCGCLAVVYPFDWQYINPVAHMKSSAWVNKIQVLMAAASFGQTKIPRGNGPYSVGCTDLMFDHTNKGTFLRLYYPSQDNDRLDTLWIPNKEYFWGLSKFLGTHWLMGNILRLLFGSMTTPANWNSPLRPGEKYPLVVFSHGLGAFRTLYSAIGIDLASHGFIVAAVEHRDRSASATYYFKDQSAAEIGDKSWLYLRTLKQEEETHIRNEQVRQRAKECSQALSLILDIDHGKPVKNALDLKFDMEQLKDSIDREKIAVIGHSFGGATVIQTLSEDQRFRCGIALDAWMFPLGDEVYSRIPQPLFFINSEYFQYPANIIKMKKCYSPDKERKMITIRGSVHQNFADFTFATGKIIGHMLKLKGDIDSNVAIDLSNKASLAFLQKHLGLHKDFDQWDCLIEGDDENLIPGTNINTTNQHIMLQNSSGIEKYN
PAFAH2 FP inh: inhibitors of human PAFAH2; inhibition, % at 3.39 µM; Q99487; 340,000 compounds, 0.99% hits; AID 492956; recombinant PAFAH2, FP-rhodamine activity probe, fluorescence polarization;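 active = inhibition above the mean over all tested compounds plus 3 SD, cut at about 30% in these data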;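 note: inhibitors block probe labeling of enzyme so polarization drops; 0% = enzyme with DMSO and 100% = wells lacking PAFAH2 protein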
Active calls of the source: *; . = no result given.

Letters: A = EBNA-1 inhibitor; B = PAFAH1B3 inh; C = PAFAH1B2 inh; D = PREPL inh; E = LYPLA1 inh; F = LYPLA2 inh; G = ZTA counter; H = pPAFAH inh; I = PAFAH2 FP inh
O=S(=O)(NCCc1ccccn1)c1ccc(-c2ccccn2)s1
  A: 3	B: 7	C: 5	D: 2	E: 2	F: 2	G: -3	H: 1	I: 4
O=C1NC2=C(C(=O)CCC2)C(c2ccccc2[N+](=O)[O-])N1 (centres undefined)
  A: -2	B: 13	C: 6	D: 18	E: 2	F: 11	G: 1	H: 18	I: 9
Cc1nn(Cc2ccc([N+](=O)[O-])cc2)c(=O)n1-c1c(F)cccc1F
  A: 1	B: 4	C: -1	D: -2	E: -1	F: 4	G: 6	H: 1	I: -2
Cc1ccc2c(c1)sc1nc(=O)n(-c3ccccc3)c(=O)n12
  A: -6	B: 1	C: 0	D: 3	E: -1	F: -1	G: 1	H: -1	I: 0
O=C(COC(=O)c1ccc(Br)o1)NCC1CCCCC1
  A: .	B: 5	C: 5	D: 4	E: .	F: .	G: .	H: 8	I: -5
Cn1cnc(S(=O)(=O)Nc2ccc(C(F)(F)F)cc2)c1
  A: -10	B: 2	C: 1	D: 0	E: 4	F: 5	G: 5	H: 7	I: -2
CC1=C(C(=O)OCc2ccccc2)C(c2ccsc2)NC(=O)N1C (centres undefined)
  A: -1	B: -6	C: 4	D: 0	E: -1	F: 4	G: 5	H: 9	I: 6
O=C(Nc1ccc(CN2CCOCC2)cc1)c1ccc(Cl)cc1
  A: -9	B: 11	C: -5	D: 4	E: 1	F: 2	G: -1	H: 2	I: 6
Cc1ccc(-c2cc(C(=O)NCc3ccccn3)c3ccccc3n2)cc1C
  A: -4	B: 7	C: 0	D: -5	E: 1	F: 7	G: -12	H: -4	I: 3
Cc1occc1C(=O)Nc1cccc(Cn2cccn2)c1
  A: 15	B: 6	C: 1	D: 10	E: -3	F: -4	G: 8	H: 4	I: -3
N#Cc1nc(-c2cccc(Cl)c2)oc1N1CCC(C(N)=O)CC1
  A: 2	B: 9	C: 7	D: 14	E: 2	F: 6	G: -1	H: 3	I: -15
COc1ccccc1C(=O)Nc1ccnn1C1CCN(C/C=C/c2ccccc2)CC1
  A: 15	B: -3	C: 0	D: -11	E: -3	F: 7	G: 9	H: 4	I: -4
O=C(CN1CCC(C(=O)c2ccc(Cl)cc2)CC1)NC1CCCC1
  A: 0	B: 5	C: -1	D: 7	E: 3	F: -6	G: 11	H: 5	I: 0
COc1ccccc1CNCC(=O)Nc1cc(S(=O)(=O)N2CCCCC2)ccc1C
  A: .	B: 0	C: 1	D: 19	E: .	F: .	G: .	H: -4	I: -2
O=C(OCc1nc2ccsc2c(=O)[nH]1)c1cccc(S(=O)(=O)N2CCOCC2)c1
  A: 0	B: 5	C: 5	D: 18	E: 3	F: 4	G: -10	H: 1	I: 1
COc1cc(N)c(Cl)cc1C(=O)OCC(=O)N1c2ccccc2NC(=O)C1(C)C
  A: .	B: 8	C: 5	D: -4	E: .	F: .	G: .	H: 8	I: 0
CC(=O)Nc1ccc(NC(=O)C2CCCCN2S(=O)(=O)c2ccc(C(C)(C)C)cc2)cc1 (centres undefined)
  A: -8	B: 4	C: 9	D: 8	E: 1	F: 4	G: 2	H: -2	I: -10
COC(=O)c1cc(NC(=O)C(C)c2ccc(CC(C)C)cc2)ccc1O (centres undefined)
  A: -5	B: .	C: .	D: 15	E: -8	F: -11	G: -14	H: -13	I: .
Cc1cccc(NC(=O)CCNC(=O)c2ccc(Br)cc2)c1
  A: 5	B: -3	C: 11	D: -13	E: -3	F: 2	G: 10	H: 4	I: 1
CSc1cccc(CN(C)C(=O)C2CCC(=O)N(CCCN3CCCC3=O)C2)c1 (centres undefined)
  A: 1	B: 2	C: -2	D: 11	E: 0	F: 1	G: 13	H: 3	I: 0
CCOC(=O)Cc1cc(=O)n2[nH]c(-c3ccc(Cl)cc3)cc2n1
  A: 11	B: 3	C: 5	D: 5	E: 3	F: 2	G: -17	H: 35*	I: 19
O=C(NCCCn1ccnc1)/C(=C\c1cccnc1)NC(=O)c1cccc(Br)c1
  A: 9	B: 2	C: -1	D: 0	E: -2	F: 6	G: -1	H: 3	I: 1
COC(=O)c1ccccc1NC(=O)N1CCc2ccc(NC(=O)c3ccccn3)cc2C1
  A: 1	B: -3	C: -1	D: -3	E: -8	F: 0	G: 0	H: 2	I: -2
Cc1ccc(C)c(CSC2=NN3CCCC(=O)N=C3S2)c1
  A: -9	B: 4	C: 6	D: -9	E: -2	F: -2	G: -12	H: 9	I: 5
CC(=O)c1c(C)n(-c2ccccc2)c2ccc(OCC(O)CN3CCOCC3)cc12 (centres undefined)
  A: -1	B: -4	C: -6	D: 5	E: 1	F: 1	G: -12	H: 21	I: 1

For reference, part of the list above:
Letters: A = EBNA-1 inhibitor; B = PAFAH1B3 inh; C = PAFAH1B2 inh; D = PREPL inh; E = LYPLA1 inh; F = LYPLA2 inh; G = ZTA counter; H = pPAFAH inh; I = PAFAH2 FP inh
Cc1ccc(C)c(CSC2=NN3CCCC(=O)N=C3S2)c1
  A: -9	B: 4	C: 6	D: -9	E: -2	F: -2	G: -12	H: 9	I: 5
CC(=O)c1c(C)n(-c2ccccc2)c2ccc(OCC(O)CN3CCOCC3)cc12 (centres undefined)
  A: -1	B: -4	C: -6	D: 5	E: 1	F: 1	G: -12	H: 21	I: 1

(cont.)
Letters: A = EBNA-1 inhibitor; B = PAFAH1B3 inh; C = PAFAH1B2 inh; D = PREPL inh; E = LYPLA1 inh; F = LYPLA2 inh; G = ZTA counter; H = pPAFAH inh; I = PAFAH2 FP inh
CCC(C)(C)NS(=O)(=O)c1cc(CN2C(=O)c3cccnc3C2=O)ccc1OC
  A: -13	B: 13	C: 3	D: 22	E: -3	F: -3	G: -22	H: -4	I: 0
CCCNC(=O)Cn1cnc2sc(C(=O)NCCN(CC)CC)c(C)c2c1=O
  A: -10	B: 3	C: -2	D: -2	E: 0	F: 0	G: -4	H: 3	I: 0
CCN(CCO)Cc1csc2c(Br)cccc12
  A: -7	B: 5	C: -4	D: 2	E: 0	F: 5	G: -3	H: -2	I: -8
O=C(C1CCCN(S(=O)(=O)c2ccc(F)cc2)C1)N1CCCCC1 (centres undefined)
  A: -10	B: 12	C: 6	D: 15	E: 3	F: 9	G: -1	H: 4	I: 3
O=C(CCCN1C(=O)/C(=C/c2ccccc2)SC1=S)Nc1cccc(O)c1
  A: 10	B: 5	C: 3	D: 12	E: -11	F: -11	G: 11	H: 10	I: -8
Cc1ccc(S(=O)(=O)N2CCOCC2)cc1NC(=O)CSc1nc2ccccc2c(=O)n1Cc1ccccc1
  A: 33*	B: -2	C: 0	D: -9	E: -5	F: -10	G: -2	H: -6	I: -2
OCCSc1nncn1/N=C/c1c[nH]c2ccccc12
  A: 7	B: -4	C: 8	D: -1	E: 0	F: 8	G: 13	H: 1	I: -11
CCCCCOc1ccc(C2C(C(=O)c3ccc(C)o3)=C(O)C(=O)N2c2cc(C)on2)cc1 (centres undefined)
  A: 12	B: 8	C: 4	D: -8	E: -7	F: -7	G: 23	H: 17	I: 9
Cc1oc(S(=O)(=O)N2CCCCC2)cc1NC(=O)Nc1ccccc1
  A: 0	B: 10	C: 7	D: 2	E: -1	F: 0	G: 7	H: 0	I: 13
COc1ccc(Cc2nn3c(-c4ccccc4OC)nnc3s2)cc1
  A: -7	B: 3	C: 1	D: 4	E: -2	F: 9	G: -21	H: 11	I: 5
C/C(N)=C(/C#N)C(=O)COC(=O)COc1ccc(Cl)cc1C
  A: 3	B: 1	C: 5	D: -4	E: -6	F: -5	G: 12	H: 2	I: -4
Cc1c(NC(=S)Nc2ccc(Cl)cc2)c(=O)n(-c2ccccc2)n1C
  A: -5	B: 3	C: 4	D: -1	E: 10	F: 5	G: -10	H: 3	I: 1
CN(C)CCCN(C(=O)c1cc(-c2cccs2)nc2ccccc12)c1nc2c(F)cccc2s1
  A: 3	B: 13	C: 1	D: -92	E: 0	F: 1	G: 15	H: -2	I: 2
CCOC(=O)c1c(NC(=O)/C=C/C(=O)O)sc(C)c1-c1ccc(C(C)(C)C)cc1
  A: 12	B: -16	C: -4	D: 0	E: -5	F: -4	G: 8	H: 33*	I: -2
Cc1ccccc1-n1c(=S)[nH]c2nc3c(cc2c1=O)COC(C)(C)C3
  A: 1	B: -3	C: 5	D: 0	E: 4	F: -3	G: 9	H: 7	I: 2
COc1cccc(/C=N/Nc2ncnc3c2[nH]c2ccc(C)cc23)c1OC
  A: 17	B: 0	C: 6	D: 13	E: 3	F: 0	G: 13	H: 24	I: 27
CCC(C(=O)NCc1cccc(C)c1)n1nc(C)c2c(C)n(-c3ccccc3)nc2c1=O (centres undefined)
  A: 10	B: -3	C: 1	D: 14	E: 0	F: 4	G: -8	H: 2	I: -1
Cc1nn(C)c(N)c1[N+](=O)[O-]
  A: 7	B: 6	C: 3	D: 1	E: 1	F: 6	G: 22	H: 1	I: -4
c1ccc(OCc2nc3ccccc3[nH]2)cc1
  A: -8	B: 5	C: 3	D: -1	E: -4	F: 2	G: 12	H: -13	I: 0
CC1=CCC2COC(c3ccc[n+](Cc4ccccc4)c3)C1C2 (centres undefined)
  A: 12	B: -1	C: 7	D: 49*	E: 0	F: 2	G: 1	H: 1	I: 8
O=C(CC1C(=O)NCCN1Cc1cccc(Oc2ccccc2)c1)NCCc1cscn1 (centres undefined)
  A: 1	B: -1	C: 3	D: 9	E: 0	F: -3	G: -3	H: 12	I: 9
COC(=O)c1ccc(OCC(O)CN2CCN(C(=O)c3ccco3)CC2)cc1 (centres undefined)
  A: 4	B: 1	C: 4	D: 1	E: 5	F: 0	G: -5	H: 4	I: 5
COc1cccc(NC(=O)c2ccccc2)c1
  A: 2	B: 0	C: 6	D: 1	E: 1	F: 5	G: -3	H: -2	I: -2
O=C(CNCC1CCCO1)Nc1ccccc1N1CCOCC1 (centres undefined)
  A: -3	B: 6	C: 1	D: 1	E: 2	F: 4	G: -14	H: 5	I: 3
CC(C)[C@H](NS(=O)(=O)c1ccccc1)C(=O)OCC(=O)Nc1ccc2c(c1)OCO2
  A: 12	B: 0	C: 2	D: 6	E: 4	F: -1	G: 6	H: 5	I: 6
Cc1cccc(-n2cc(C#N)c(=O)[nH]c2=O)n1
  A: -3	B: -1	C: 1	D: -4	E: -3	F: 1	G: 11	H: 6	I: -2
O=c1[nH]c(CN2CCN(c3ccc([N+](=O)[O-])cc3)CC2)nc2ccsc12
  A: 5	B: -3	C: 32*	D: 46*	E: 2	F: 9	G: 20	H: 10	I: -5
COc1ccccc1NC(=O)COc1coc(CN2CCN(c3ccccc3)CC2)cc1=O
  A: -6	B: -2	C: 7	D: 9	E: 0	F: -1	G: -4	H: -1	I: 5
CCN=c1scc(-c2ccc(F)cc2)n1/N=C/c1ccccn1
  A: -3	B: 8	C: 6	D: 26	E: 0	F: 1	G: 11	H: 11	I: -2
Cc1cc2cc(C)c3nnc(SCC(=O)NCc4ccco4)n3c2cc1C
  A: -13	B: 14	C: -7	D: 15	E: -2	F: 3	G: 0	H: -5	I: -8
Nn1c(SCc2cccc(Br)c2)nnc1-c1ccncc1
  A: 5	B: 7	C: 5	D: -6	E: 2	F: 6	G: -6	H: 4	I: -1
COc1cccc(CN2CCN(c3ncccn3)CC2)c1OC
  A: -4	B: 5	C: 0	D: -2	E: 2	F: 2	G: -13	H: 2	I: -4
CN(CC(=O)Nc1ccc(Cl)c(S(=O)(=O)N2CCOCC2)c1)C(=O)c1ccc(C#N)cc1
  A: .	B: 4	C: 0	D: 13	E: 0	F: 3	G: -7	H: -1	I: 4
COc1ccc(OC)c(S(=O)(=O)n2cnc3ccccc32)c1
  A: -2	B: -5	C: 1	D: -3	E: -2	F: -7	G: 6	H: 2	I: -10
Cc1cccc(NC(=S)NC2CCSc3ccccc32)c1 (centres undefined)
  A: -8	B: -10	C: -3	D: -20	E: -2	F: 2	G: -13	H: 0	I: 2

This is a subset (hit frequency here may not be typical).
